VHR inh color: VHR1 phosphatase inhibitors, primary screen, biochemical, colorimetric, HTS; Dual specificity protein phosphatase 3 (Homo sapiens), P51452; recombinant VHR phosphatase, colorimetric substrate read-out; inhibition, % at 20 µM; hit rate 0.7% among 50,000; AID 1992, 2009; in the data active = inhibition above about 60%; also: some results filed as inactive read as strong as hits
Target sequence (P51452 whole entry, looked up): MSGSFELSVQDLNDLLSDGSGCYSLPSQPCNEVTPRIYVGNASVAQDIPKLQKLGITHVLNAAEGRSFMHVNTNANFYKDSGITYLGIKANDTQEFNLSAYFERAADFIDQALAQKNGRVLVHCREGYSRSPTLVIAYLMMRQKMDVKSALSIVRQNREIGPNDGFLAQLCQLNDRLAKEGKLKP
Numbers without * were called inactive. Some of the compounds tested; rates above refer to the full screens.

Preview, 4 compounds:
SMILES	VHR inh color
COc1ccc(CN2CCN(C(=O)c3cccc(OC)c3OC)CC2)c(OC)c1	-6
CCn1c2ccccc2c2cc(CN3CCN(C(=O)c4ccc(OC)c(OC)c4)CC3)ccc21	1
O=C(COc1ccc(Cl)cc1Br)NNC(=O)C(=O)N1CCCCC1	-2
N#C/C(=C\c1ccc(Sc2ccccc2)o1)c1ccccc1	-4

This part in full, previewed entries included:
SMILES	VHR inh color
COc1ccc(CN2CCN(C(=O)c3cccc(OC)c3OC)CC2)c(OC)c1	-6
CCn1c2ccccc2c2cc(CN3CCN(C(=O)c4ccc(OC)c(OC)c4)CC3)ccc21	1
O=C(COc1ccc(Cl)cc1Br)NNC(=O)C(=O)N1CCCCC1	-2
N#C/C(=C\c1ccc(Sc2ccccc2)o1)c1ccccc1	-4
Cc1nc(=O)c(-c2ccccc2)c(C)n1-c1ccc(OCC(=O)O)cc1	-5
O=[N+]([O-])c1ccc(N2CCN(Cc3ccccc3)CC2)c(Cl)c1	-8
CC1=C(C(=O)OCCOc2ccccc2)C(c2cccc(Cl)c2)C2=C(CCCC2=O)N1 (centres undefined)	4
O=C1N=c2ccccc2=C1c1sc(Nc2cccc(Cl)c2Cl)nc1O	7
O=C(c1nn2c(c1Cl)NC(c1cccs1)CC2C(F)(F)F)N1CCN(C(c2ccccc2)c2ccccc2)CC1 (centres undefined)	-4
Oc1[nH]c2ccc(F)cc2c1N=Nc1ccccn1	-29
O=C(CSc1nc2ccccc2o1)NCC(=O)c1ccccc1	-5
OC12Oc3ccccc3C=C1N1CCC2CC1 (centres undefined)	-5
CCCCOc1ccc(C(=O)NCC(C)c2ccccc2)cc1 (centres undefined)	4
Cn1cc(C(=O)N/N=C/c2ccccc2)ccc1=O	-16
Cc1ccc(C(O)(c2ccccc2)c2cnc(C(C)C)n2C)cc1 (centres undefined)	4
O=S(=O)(NCc1ccc(Cl)cc1)c1ccccc1	-32
CCN(CC)c1ccc(NC(=O)c2cccc(Cl)c2Cl)cc1	-13
O=C(Nc1ccc(NC(=O)c2cc3ccccc3o2)cc1)c1ccco1	-9
O=C(c1cc(-c2cccs2)nc2ccccc12)N1CCN(c2ccccc2)CC1	-7
O=C(/C=C/c1ccc([N+](=O)[O-])cc1)NCCSc1ccccc1	4
COc1ccc(CCN2C(=O)/C(=C/c3sccc3C)SC2=S)cc1OC	3
Cn1ccc(=O)c2cc(Br)ccc21	-7
COc1ccc(C(CC(=O)C(C)C)C2C(=O)c3ccccc3C2=O)cc1 (centres undefined)	-5
COc1ccc(OC)c(S(=O)(=O)n2ccnc2C(C)C)c1	-24
COc1cccc2cc(C(=O)NNC(=O)c3ccc(Br)cc3)c(=O)oc12	-2
COc1ccc(C2Nc3ccccc3NC3=C2C(=O)CC(c2ccccc2)C3)c(OC)c1 (centres undefined)	-6
Cc1ccccc1OCC(=O)N/N=C\C=N\NC(=O)COc1ccccc1C	-7
Cc1c(Cl)c([N+](=O)[O-])nn1CC(=O)NCCCn1ccnc1	-26
CC(C)(O)C1=NOC(c2ccccc2)C1 (centres undefined)	-27
O=C(CCc1ccccc1)NCc1ccc(F)cc1	8

Arranged by molecular weight (ascending): part of the list above.
SMILES	VHR inh color
CC(C)(O)C1=NOC(c2ccccc2)C1 (centres undefined)	-27
COc1ccc(OC)c(S(=O)(=O)n2ccnc2C(C)C)c1	-24
COc1cccc2cc(C(=O)NNC(=O)c3ccc(Br)cc3)c(=O)oc12	-2

Additional compounds:
SMILES	VHR inh color
O=[N+]([O-])c1ccccc1C=NN1CCN(Cc2ccccc2)CC1	-11
CC12C=CC(C)(O1)C1C(=O)N(c3ccc(F)cc3)C(=O)C12 (centres undefined)	-15
C=CCc1cccc(/C=N/c2nc3ccccc3n2CCC)c1O	-33
O=C(Nc1ccccc1Br)NS(=O)(=O)c1ccccc1Cl	-5
Cc1ccc([N+](=O)[O-])cc1NC(=O)COc1cccc(C)c1C	-7
O=C1C=CC(=O)N1c1cccc(Br)c1	46
CCOc1ccc(-c2cc(C(=O)Nc3c(C)cccc3CC)c3ccccc3n2)cc1	-18
Cn1nnnc1SCC(=O)Nc1ccccc1	7
Cc1ccc(NC(=S)NC(=O)/C=C/c2ccccc2)c(C)c1	-9
O=C(COc1ccc2ccccc2c1)N/N=C\c1cc(O)c(O)c(Br)c1	-6
COc1ccc(C2CC(C(F)(F)F)n3nc(C(=O)Nc4cc(C(F)(F)F)ccc4Cl)c(Cl)c3N2)cc1OC (centres undefined)	-4
COc1ccc(NC(=O)C(=O)NCc2ccc(C)cc2)c(OC)c1	-3
CCOc1ccc(C(=O)Nc2cccc(NC(=O)c3cccc(Cl)c3)c2)cc1Cl	-19
O=C(NC1CCS(=O)(=O)C1)/C(NC(=O)c1ccccc1)=C(/Sc1ccccn1)c1ccccc1 (centres undefined)	-6
Clc1ccc(-n2ncnc2-c2cccc(Cl)c2)cc1	0
O=C1S/C(=C\c2ccc(O)cc2)C(=O)N1c1ccc(O)cc1	15
O=C(Nc1ccc(-c2nc3ccccc3o2)c(O)c1)c1ccc(-c2ccc([N+](=O)[O-])cc2)o1	13
COc1cc(/C=C/c2nc3ccccc3c(=O)n2-c2ccccc2)ccc1O	-14
CC(C)OC(=O)c1c(NC(=O)c2ccc(Br)o2)sc2c1CCCCC2	-14
CC(=O)C1=C(O)C(=O)N(CC2CCCO2)C1c1ccc([N+](=O)[O-])cc1 (centres undefined)	-3
CCOc1ccc2c3c(c(=O)oc2c1OCC)CCCC3	-10
CCOC(=O)c1c(NC(=O)C2C3CCC(O3)C2C(=O)O)sc2c1CCCC2 (centres undefined)	4
O=C(/C=C/c1ccccc1)N1CCN(c2ccccc2)CC1	-17
CCOc1ccccc1-n1sc2c(c1=S)-c1cc(C)ccc1NC2(C)C	-12
CCOCCOC(=O)c1ccc(NC(=O)COc2c(C)cccc2C)cc1	-3
COc1cc(C=C2C(=O)NC(=S)NC2=O)ccc1OCCOc1ccc(C(C)(C)C)cc1	4
CC1=C(C(=O)Nc2cc(Cl)ccc2C)C(c2ccc(N(C)C)cc2)NC(=S)N1 (centres undefined)	-11
O=C(CSc1ccccc1)Nc1nnc(CCC(=O)c2ccccc2)s1	11
Cc1cc(-c2ccc(C=C3C(=O)NC(=S)NC3=O)o2)c(C)c([N+](=O)[O-])c1	8
Brc1ccc(/C=N/N2CCN(c3ccccn3)CC2)cc1	-9
CCN1C(=O)/C(=C/c2ccoc2)C(=O)NC1=S	93*
CCOCc1ccc(O)c2ncccc12	0
CC(=O)C12c3ccccc3C(c3ccccc31)C1C(=O)N(c3cccc(C(=O)O)c3)C(=O)C12 (centres undefined)	-35
O=C(Nc1cccc(Cl)c1)c1ccc(CN2CCN(c3ccccc3)CC2)cc1	-1
COC(=O)c1c(NC(=O)c2cccc(C)c2)sc(Cc2ccccc2)c1C	24
Cc1ccc(N2NC(=O)/C(=C/c3ccc(N4CCOCC4)cc3)C2=O)cc1C	-29
Cc1nccn1S(=O)(=O)c1cc(Cl)ccc1Cl	-31
CCOC(=O)C1=C(O)/C(=C\c2cccc([N+](=O)[O-])c2)SC1=Nc1ccc(OC)cc1	-21
CSc1ccccc1NC(=O)c1cc2n(n1)C(C(F)(F)F)CC(c1ccc(Br)cc1)N2 (centres undefined)	-2
Cc1cc(C)n2nc(-c3cccc(Br)c3)cc2n1	-8
COc1cccc(C2NC(=O)NC(C)=C2C(=O)Nc2ccccc2C)c1 (centres undefined)	50
CC1CC(C)CN(C(=O)c2ccc(Cl)cc2Cl)C1 (centres undefined)	-6
CCN(CC)C(=O)c1sc(NC(=O)c2ccco2)c(C(=O)OC(C)C)c1C	-18
COc1ccc2nc(/N=C(/N)NC(=O)Cc3ccc(Cl)cc3)nc(C)c2c1	-18
COc1ccccc1N1CCN(C(=O)c2ccc(CN(c3cc(Cl)ccc3C)S(=O)(=O)c3ccccc3)cc2)CC1	-1
Cc1ccc(C(=O)/C=C2\C(=O)Nc3ccccc32)cc1	-2
O=C(CSc1ccc(Cl)cc1Cl)Nc1ccc(Br)cc1	-14
O=C(Nc1cccc(-c2csc(-c3ccccc3)n2)c1)c1cc2ccccc2oc1=O	-31
CCc1ccccc1N(CC(=O)Nc1ccc(I)cc1)S(C)(=O)=O	5
O=C1C=CC2=C3Oc4c(ccc5cc(O)ccc45)C(c4ccccc4C(=O)O)C3C=CC2=C1 (centres undefined)	86*
O=C(/C=C/c1ccc(-c2ccccc2Br)o1)c1ccc(Cl)cc1	-17
CCC1=NN2C(=N)/C(=C/c3ccc(-c4ccc(C(=O)O)cc4)o3)C(=O)N=C2S1	4
COc1ccccc1NC(=O)COc1ccc(C)cc1C	-25
COc1ccc(C2CC(=O)C(C)(C)O2)cc1 (centres undefined)	-13
CCCOc1cccc(C(=O)Nc2cc3nn(-c4ccccc4)nc3cc2C)c1	-6
O=C(Nc1ccc(Cl)cn1)c1cccc2c(Br)cccc12	-10
CN(C)c1ccc(/C=C2\C(=O)NC(=O)N(c3ccc(Cl)cc3)C2=O)cc1Br	-9
CCOC(=O)C(=O)Nc1ccc(S(=O)(=O)Nc2nccc(C)n2)cc1	4
O=C(COc1ccc(Cl)cc1Cl)N/N=C/CCc1ccccc1	18
Cc1cccc(NC(=O)COc2ccc3ccccc3c2)c1C	-5
Next structures
SMILES	VHR inh color
O=C(NCC1CCCO1)c1cc(-c2ccc(Cl)cc2)nc2ccccc12 (centres undefined)	-2
O=C(NC(=S)Nc1cccc(NC(=O)c2ccco2)c1)c1ccc(Cl)cc1	7
COc1cc(OC)c([N+](=O)[O-])cc1/C=C1/C(C)=C(C#N)c2nc(N)c(C#N)c(C)c21	8
COc1ccc(Cl)cc1C(=O)Nc1ccc(F)cc1	-17
Cc1cc(/C=C2\NC(=O)NC2=O)c(C)n1-c1ccc(N(C)C)cc1	18
C=CCNC(=O)c1ccccc1C(=O)c1ccccc1	-13
CCN(CC)S(=O)(=O)c1ccc(C)c(C(=O)O)c1	-6
NS(=O)(=O)c1cccc(NC(=O)c2cccs2)c1	-3
COc1ccc(/C=N/N(C)C2=NS(=O)(=O)c3cc([N+](=O)[O-])ccc32)cc1	18
O=[N+]([O-])c1ccc2nc(Sc3nnc(-c4ccccc4)n3-c3ccccc3)sc2c1	-16
O=C(O)c1cc(-c2ccc3c(c2)OCO3)nc2ccc(Br)cc12	-18
O=C1N=C(N2CCCCCC2)S/C1=C\c1cccc(O)c1	13
COc1ccc(OC)c(CN2CCN(C(=O)COc3ccccc3)CC2)c1	-2
CCOc1ccc(C=NCC2(c3ccccc3)CCCC2)cc1OC	-31
Cc1occc1C(=O)Nc1ccc2c(c1)OCO2	-22

Looked up by structure from the list above, 7 records:
SMILES	VHR inh color
CCn1c2ccccc2c2cc(CN3CCN(C(=O)c4ccc(OC)c(OC)c4)CC3)ccc21	1
COc1cccc2cc(C(=O)NNC(=O)c3ccc(Br)cc3)c(=O)oc12	-2
O=C(/C=C/c1ccccc1)N1CCN(c2ccccc2)CC1	-17
CCOc1ccc(-c2cc(C(=O)Nc3c(C)cccc3CC)c3ccccc3n2)cc1	-18
O=C(/C=C/c1ccc([N+](=O)[O-])cc1)NCCSc1ccccc1	4
Cc1nccn1S(=O)(=O)c1cc(Cl)ccc1Cl	-31
O=C(NC1CCS(=O)(=O)C1)/C(NC(=O)c1ccccc1)=C(/Sc1ccccn1)c1ccccc1 (centres undefined)	-6

The list continues.
SMILES	VHR inh color
Cc1ccc(C)c(OCC(O)CN2CCCC(C)C2)c1 (centres undefined)	-14
O=C(c1ccccc1)N1CCN(Cc2c[nH]c3ccccc23)CC1	4
COc1cc(/C=N/Nc2nc(N3CCCCC3)nc(N3CCCCC3)n2)cc(Cl)c1O	1
CCOc1cc(/C=N/n2cnnc2)cc(Cl)c1OCCOc1cc(C)ccc1C(C)C	110*
COc1ccc(OC)c(C2NC(=O)NC3=Nc4ccccc4NC(c4ccccc4)=C32)c1 (centres undefined)	1
C/C(=N\N=C1\NC(=O)C(CC(=O)Nc2ccc(C)c(Cl)c2)S1)C(C)C (centres undefined)	-26
CC1CCCN(CN2C(=O)C(=O)c3cc(Br)ccc32)C1 (centres undefined)	-12
COc1ccc(CNC(=O)c2cc(Cl)ccc2OC)cc1	-1
Fc1cccc(Cl)c1Cc1noc(-c2ccc(Br)cc2)n1	-7
CC(NC(=O)CSc1nc2ccc(N)cc2s1)c1ccccc1 (centres undefined)	21
CCOC(=O)c1c(NC(=O)c2ccc(Cl)cc2)sc2c1CC(C)(C)OC2	11
CCOc1ccc(C(=O)NCc2cccnc2)cc1Br	2
CC(C)(C)c1ccc(OCC(=O)N2CCC(C(N)=O)CC2)cc1	-9
N/C(=N\N=C\c1cccc(O)c1)c1nonc1N	-6
CC(=O)/C(C=Nc1cc(C(F)(F)F)ccc1Cl)=C(\C)O	-11
O=C(Nc1cc([N+](=O)[O-])ccc1O)c1cccc2ccccc12	-1
Cc1ccccc1OCCc1c(C)n[nH]c1C	-4
O=C(COc1ccccc1)NNc1c2ccccc2nc2ccccc12	-7
Cc1ccc(C(=O)NC2CC(C)(C)NC(C)(C)C2)cc1[N+](=O)[O-]	8
NC(=O)c1nn2c(C(F)(F)F)cc(-c3ccco3)nc2c1Cl	-9
O=C(Nc1ccc(S(=O)(=O)Nc2ncccn2)cc1)c1ccc([N+](=O)[O-])cc1	2
CC1=C(C(=O)OC(C)C)C(c2ccc3c(c2)OCO3)C(C(=O)OC(C)C)=C(C)N1	5
Cc1cccc(N2CCN(C(=O)c3cccc(Br)c3)CC2)c1C	-31
NS(=O)(=O)c1ccc2c(c1)Cc1cc(S(N)(=O)=O)ccc1-2	0
O=C(c1ccncc1)N1CCN(S(=O)(=O)c2ccc(Cl)cc2)CC1	-8
COc1ccc(OCC(=O)Nc2ccc3c(c2)OCO3)cc1	1
COC(=O)CN(c1ccccc1C)S(=O)(=O)c1ccc(C)cc1	-9
CC(CNC(=O)c1ccc(F)cc1)CN(C)C (centres undefined)	-2
CCOc1ccc(C(O)c2nccn2CC)cc1 (centres undefined)	-4
CC(C)CCn1c(Cc2ccccc2)nc2ccccc21	-11
COc1cccc(NC(=O)c2cc([N+](=O)[O-])ccc2Cl)c1	0
CCOc1ccccc1C(=O)Nc1cccc(C(C)=O)c1	-18
O=C(N/N=C\c1ccccc1O)c1cncc(Br)c1	-8

Screens deposited in PubChem by Sanford-Burnham Center for Chemical Genomics.
